Bioassay records as filed in PubChem.
D1 ag: activates the human D1 dopamine receptor; 360,000 compounds, 1% hits; P21728; HEK293 T-REx D1 cells, calcium flux, agonist mode; activation, % at 2 µM; further: 0% is about no effect
Target sequence (P21728 whole entry, looked up): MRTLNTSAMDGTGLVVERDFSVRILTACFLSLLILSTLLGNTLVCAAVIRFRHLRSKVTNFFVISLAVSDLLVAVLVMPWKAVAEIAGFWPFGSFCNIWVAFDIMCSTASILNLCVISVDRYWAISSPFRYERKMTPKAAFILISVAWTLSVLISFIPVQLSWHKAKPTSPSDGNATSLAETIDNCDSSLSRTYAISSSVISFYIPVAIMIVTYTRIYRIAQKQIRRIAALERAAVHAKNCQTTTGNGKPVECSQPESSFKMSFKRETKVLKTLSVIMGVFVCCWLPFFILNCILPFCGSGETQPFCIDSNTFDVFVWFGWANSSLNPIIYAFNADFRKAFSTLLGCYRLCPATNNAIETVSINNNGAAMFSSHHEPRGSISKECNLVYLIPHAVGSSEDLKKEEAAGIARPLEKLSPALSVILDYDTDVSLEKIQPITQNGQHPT
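Tetracycline-induced HEK293 TREx D1 cells, force-coupled to calcium signalling, were dye-loaded with a no-wash calcium kit. Compound was pin-added after a 10 s baseline. Fluorescence was read kinetically at 1 cycle/s for 180 s, with calcium rises flagged as agonism.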
D1 potentiator: enhances dopamine response at the human D1 receptor; 360,000 compounds, 0.036% hits; AID 504651; HEK293 TREx D1 cells, calcium flux, dopamine EC20 potentiation; potentiation, % at 10 µM; in the data active means potentiation above about 30%; further: 0% is about no effect
D1 antagonist: antagonists of human D1 dopamine receptor | P21728 | HEK293 TREx D1 cells, calcium flux, dopamine EC80; hits give low values | activity change, negative = inhibition, % at 10 µM | 360,000 compounds, 3.2% hits | AID 504652; in the data active means activity change below about -30%; further: on the % scale 0 is the no-effect control and ±100 the full control effect
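Antagonism measured as reduced calcium response to an EC80 dopamine addition following 180 s compound pre-read; cells were inducible HEK293 Trex D1 plated overnight at 30 C, read kinetically at 1 cycle/sec.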
TRHR enhancer: allosteric enhancers of human TRH receptor; P34981; TRHR cells, fluo-8 calcium fluorescence, EC20 TRH enhancement; enhancement, % at 2 µM; 360,000 compounds, 0.66% hits; AID 493056; in the data active means enhancement above about 30%; further: 0% is about no effect
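TRHR-expressing cells loaded with fluo-8 calcium dye were read kinetically (ex 480/em 530) during compound addition, then stimulated with an EC20 of TRH (10 nM final). Enhancement of the Gq-mediated intracellular calcium response was scored.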
D2 antag: D2 dopamine receptor (human) antagonism. P14416. HEK293 TREx D2 cells, calcium flux, dopamine EC80. inhibition, % at 10 µM. 340,000 compounds, 2% hits; in the data active means inhibition above about 30%; further: 0% is about no effect
Target sequence (P14416 whole entry, looked up): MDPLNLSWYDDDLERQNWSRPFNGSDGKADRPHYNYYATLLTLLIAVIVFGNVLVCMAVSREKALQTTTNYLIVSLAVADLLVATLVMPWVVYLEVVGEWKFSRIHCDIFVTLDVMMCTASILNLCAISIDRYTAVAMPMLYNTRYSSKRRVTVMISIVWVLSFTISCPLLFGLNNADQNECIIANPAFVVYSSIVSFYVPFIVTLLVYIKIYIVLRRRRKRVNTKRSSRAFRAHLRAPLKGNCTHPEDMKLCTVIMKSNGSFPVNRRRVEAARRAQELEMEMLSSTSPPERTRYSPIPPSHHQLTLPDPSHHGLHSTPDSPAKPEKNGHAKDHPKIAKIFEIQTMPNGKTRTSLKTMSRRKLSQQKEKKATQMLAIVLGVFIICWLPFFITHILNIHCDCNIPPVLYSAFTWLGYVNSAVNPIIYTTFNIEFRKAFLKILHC
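In this primary screen, negative modulation is detected by tracking calcium flux after an EC80 dopamine challenge in inducible HEK293 T-REx D2 cells preexposed to test compound for 180 s.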
D2 agonist: activates the human D2 dopamine receptor | P14416 | HEK293 T-REx D2 cells, calcium flux agonist mode | activation, % at 2 µM | 340,000 compounds, 0.53% hits;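 active means activation over 3 SD above normal in the single-dose calcium agonist read, cut at about 30% in these data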; further: 0% is about no effect
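Agonism is scored from calcium flux in a force-coupled, inducible HEK293 cell line expressing D2, read kinetically for 180 s after compound addition against dopamine controls.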
RXFP1 antagonist: RXFP1 (human) relaxin receptor antagonism; AID 1259400; 350,000 compounds, 0.59% hits; HEK293-RXFP1, relaxin-stimulated cAMP HTRF, 30 min; hits give low values; activity change, negative = inhibition, % at 57.5 µM; Q9HBX9;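 active means activity change of -60% or lower, but not beyond a set lower limit; inconclusive means change between -60% and -40%, or beyond the set limit; inactive means change above -40%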; further: on the % scale 0 is the no-effect control and ±100 the full control effect
D2 potentiator: positive allosteric modulators of human D2 dopamine receptor | HEK293 T-REx D2, calcium flux, EC20 dopamine potentiation | 340,000 compounds, 0.34% hits | potentiation, % at 10 µM;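 active means potentiation over 3 SD above the plate norm, cut at about 30% in these data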; further: 0% is about no effect
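Tetracycline-induced Hek293 Trex D2 cells, force-coupled to calcium, loaded with no-wash calcium dye. Compound added with 180 s kinetic read for agonism, then EC20 dopamine and a further 180 s read for potentiation.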
TRHR agonist: activates the human TRH receptor | P34981 | TRHR cells, calcium flux fluo-8, FDSS agonist mode | activation, % at 2 µM | 360,000 compounds, 0.18% hits; further: 0% is about no effect
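Read-out: compound-evoked intracellular calcium rise in TRHR cells, fluo-8 dye, kinetic FDSS fluorescence at 1 s/cycle following a 10-cycle baseline. Cells cultured overnight before dye loading (30 min–1.5 h, RT).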
* hit, by the source's call; ? = inconclusive; / = no result given. Unless noted, no stated cut-off is given here; in the data, active means activation above about 30%; inactive means the rest.

nr | mol | D1 ag | D1 potentiator | D1 antagonist | TRHR enhancer | D2 antag | D2 agonist | RXFP1 antagonist | D2 potentiator | TRHR agonist
1 | O=C(CCc1ccccc1)c1c(O)cc(O)cc1O | 1 | -5 | -11 | -12 | 16 | -2.1 | / | 0 | 0.0
2 | CCOC(=O)c1cn(Cc2ccc(C)cc2)c2cc(F)ccc2c1=O | 2 | -20 | -12 | -21 | -6 | -2.2 | 0 | 22 | 0.1
3 | COc1cc(/C=C2\C(=N)N3N=C(S(C)(=O)=O)SC3=NC2=O)ccc1OS(=O)(=O)c1ccc(C)cc1 | 1 | 0 | -21 | -3 | 8 | -0.2 | 20 | 10 | -0.5
4 | Cc1cc(C)c2c(CN3CCN(Cc4ccccc4)CC3)cc(=O)oc2c1 | 3 | 0 | -5 | -6 | 19 | 0.0 | -6 | -18 | 1.8
5 | O=C(NCC(c1ccco1)N1CCOCC1)c1ccc([N+](=O)[O-])cc1 (stereo not drawn) | 1 | -1 | 1 | 6 | / | / | 2 | / | -0.2
6 | Cc1ccc(S(=O)(=O)N2CCC(NC(=O)c3cccc(C)c3)CC2)cc1 | 1 | 1 | 0 | -2 | 22 | -1.2 | -8 | 9 | -0.8
7 | CCOC(=O)/C(=N\Nc1ccccc1Cl)N1CCN(c2ccccc2OC)CC1 | 3 | 2 | 13 | 0 | 0 | 2.4 | -8 | 12 | 0.4
8 | O=C(NC(=S)N1CCOCC1)c1cc2ccccc2o1 | 0 | 0 | 42 | -5 | -2 | 1.4 | -3 | 2 | 0.7
9 | N#Cc1ccccc1CSc1nc(N)cc(N)n1 | 5 | -8 | 1 | -3 | 1 | -0.2 | 11 | 1 | 2.2
10 | COC(=O)Cc1c(C)c2ccc(OC(C)C)cc2oc1=O | 2 | -2 | 2 | 2 | -7 | -0.1 | -6 | 5 | -0.3
11 | CCOC(=O)C1=C(C)N(CC(C)C)C(=O)/C1=C\c1cccs1 | 2 | 1 | 31 | -3 | 8 | 1.2 | -9 | -1 | 0.2
12 | CC1=C(C(=O)Nc2ccccc2)C(c2ccccn2)n2nc(SCc3ccccc3)nc2N1 (stereo not drawn) | 3 | 0 | 2 | -2 | / | 0.0 | / | -6 | 0.9

Going on with the list.
nr | mol | D1 ag | D1 potentiator | D1 antagonist | TRHR enhancer | D2 antag | D2 agonist | RXFP1 antagonist | D2 potentiator | TRHR agonist
13 | CCCNC(=O)c1ccc(Cl)c(Cl)c1 | 3 | -8 | 30 | -4 | 12 | -0.6 | 4 | -7 | -0.5
14 | CCOC(=O)c1c(NC(=O)CSc2nnc3ccccn23)sc2c1CCC2 | 0 | -2 | 17 | -4 | 9 | -0.4 | -8 | 3 | -0.5
15 | O=C(CNc1ccc2c(c1)OCO2)N/N=C\c1cn(Cc2ccccc2)c2ccccc12 | 2 | -5 | -9 | -1 | 7 | -0.4 | -20 | 7 | -0.3
16 | Cc1ccccc1-n1nc2c(c1NC(=O)C(C)C)CS(=O)(=O)C2 | 3 | 7 | -7 | 1 | -3 | 0.3 | -3 | 9 | 1.0
17 | CCc1nnc(NC(=O)CCC(=O)N2CCN(CCOc3ccc(C)cc3)CC2)s1 | 1 | -2 | 3 | 8 | -13 | 4.4 | 7 | -11 | 0.5
18 | Cc1cc(COc2ccccc2OCc2cc(C)no2)on1 | 4 | -8 | -9 | 2 | -3 | -1.4 | 15 | 21 | -1.8
19 | O=C(c1ccc(S(=O)(=O)Nc2ccc(F)cc2)cc1)N1CCN(c2ccccn2)CC1 | 24 | -5 | -3 | 5 | 4 | 2.9 | -12 | -4 | 1.2
20 | Cc1ccc(CCNC(=O)C2CCN(C(=O)c3sccc3-n3cccc3)CC2)cc1 | 2 | -3 | 16 | -4 | 3 | -1.8 | -7 | -11 | -0.2
21 | COc1ccc(N(CC(=O)Nc2cccc(C(C)=O)c2)S(=O)(=O)c2ccccc2)c(OC)c1 | 0 | -4 | -4 | -4 | / | 0.2 | / | 1 | -1.2
22 | COc1ccc(-c2noc(N3CCC(C(=O)NCCCN4CC(C)CC(C)C4)CC3)n2)cc1 (stereo not drawn) | 9 | -3 | -18 | 5 | / | / | 6 | / | 0.3
23 | Cc1[nH][nH]c(=O)c1C(c1ccc(-c2cccc(Cl)c2)o1)c1c(C)[nH][nH]c1=O | 0 | -4 | 9 | -2 | 5 | 1.0 | -5 | -7 | 0.3
24 | CCC(=O)N1c2ccccc2CC1C(=O)N1CCN(c2cccc(Cl)c2)CC1 (stereo not drawn) | -1 | -1 | -3 | 0 | / | -2.4 | -1 | 18 | 0.3

Remaining list, next part:
nr | mol | D1 ag | D1 potentiator | D1 antagonist | TRHR enhancer | D2 antag | D2 agonist | RXFP1 antagonist | D2 potentiator | TRHR agonist
25 | C=CCSc1nnc2nc3[nH]c4c(C)cccc4c3nn12 | 4 | -6 | -6 | -6 | 10 | 3.5 | -8 | -16 | 1.5
26 | O=C(Nc1ccc2c(c1)OCO2)c1cccc(S(=O)(=O)N2CCCC2)c1 | -1 | -7 | 0 | 8 | 7 | 0.5 | 17 | / | -0.5
27 | Cc1cc(C)cc(N(C(=O)Cc2cccs2)C(C(=O)NC2CCCC2)c2ccc(C)o2)c1 (stereo not drawn) | 3 | -6 | 0 | -21 | -12 | 0.2 | 3 | -17 | -0.2
28 | CCCCCC(=O)Nc1cc(S(=O)(=O)N2CCCCC2)ccc1N1CCOCC1 | 0 | 6 | 13 | -6 | -18 | 0.2 | -16 | -5 | -0.9
29 | CC(C(=O)NC1C=CS(=O)(=O)C1)N1C(=O)/C(=C/c2cccc(Cl)c2)SC1=S (stereo not drawn) | 6 | -4 | -7 | -3 | -8 | 0.5 | ? | 14 | 0.9
30 | O=C(O)c1ccc(OCC(O)Cn2c3ccccc3c3ccccc32)cc1 (stereo not drawn) | 1 | 0 | 6 | 2 | 16 | 0.4 | -17 | 8 | -0.4
31 | COc1ccc(C(=O)NCc2ccccc2OC)c(OC)c1 | 2 | -5 | -9 | 0 | 10 | -0.2 | 1 | 6 | -1.2
32 | CCOc1ccc(-c2c(C(=O)N/N=C(\C)c3cccs3)nnn2-c2nonc2N)cc1 | 44* | -3 | 33 | 24 | -17 | 3.8 | -17 | 74* | 13
33 | CC1Sc2ccc(S(=O)(=O)CCC(=O)NCc3ccc(Cl)cc3)cc2NC1=O (stereo not drawn) | 6 | 6 | -27 | -1 | 6 | 2.2 | 1 | 8 | -0.6
34 | CC(C)CN(CC(C)C)S(=O)(=O)c1ccc(C(=O)Nc2sc3c(c2C(N)=O)CC(C)(C)NC3(C)C)cc1 | -3 | 2 | -8 | 4 | / | -0.1 | / | 15 | -0.2
35 | COc1ccc(/C=N/NC(=O)CCCCCNC(=O)c2ccccc2)cc1 | 2 | -6 | 5 | 2 | 13 | -1.2 | -9 | 5 | -0.3
36 | CC(C)(C)c1cc(CCC(=O)N2CCCC2)cc(C(C)(C)C)c1O | 1 | 6 | 9 | 9 | -3 | -0.8 | -3 | -1 | 0.5

Further entries follow:
item	Compound	D1 ag	D1 potentiator	D1 antagonist	TRHR enhancer	D2 antag	D2 agonist	RXFP1 antagonist	D2 potentiator	TRHR agonist
37	COc1cc(CN2CCNC(=O)C2CC(=O)NCCC2=CCCCC2)cc(OC)c1 (stereo not drawn)	1	0	2	12	13	0.7	8	6	0.2
38	COc1ccc(S(=O)(=O)N(C)C)cc1NC(=O)c1ccc(OCC(=O)N2CCOCC2)c(OC)c1	0	-5	1	-3	-5	-0.2	2	7	0.2
39	Cc1ccc(Cn2cc(-c3ccccc3)nn2)cc1	8	-9	-19	6	-24	1.0	/	-3	-1.3
40	NS(=O)(=O)c1ccc(CCNC(=O)c2cccc3ccccc23)cc1	2	1	13	0	-14	0.3	-17	-1	0.8
41	C=CCC1(C(=O)NCCO)CCN(C(=O)OC(C)(C)C)CC1	0	-2	-1	4	-1	0.1	/	-4	0.8
42	CS(=O)(=O)N1CCN(c2ccccc2NC(=O)c2ccco2)CC1	8	2	-20	0	10	1.1	0	11	-0.1
43	CCOc1ccccc1C(=O)N(C)CC(=O)Nc1ccc(OC)cc1	1	2	-4	-8	13	0.4	0	4	0.4
44	O=C(OC1CCCCC1)c1cc2ccccc2oc1=O	2	-1	7	-2	-4	-0.2	4	-15	-1.6
45	CC(NC(N)=O)C12CC3CC(CC(C3)C1)C2 (stereo not drawn)	0	-1	-11	-2	14	1.0	-8	14	0.6
46	CCN(CC)S(=O)(=O)c1ccc2c(c1)N(CC(=O)N1CCN(c3cccc(C)c3)C(C)C1)C(=O)CO2 (stereo not drawn)	-1	5	9	-10	/	0.3	-1	-8	-0.1
47	COc1cc(C(=O)NCC(=O)N/N=C/c2ccc(-c3cccc([N+](=O)[O-])c3)o2)cc(OC)c1OC	3	-6	-6	2	50*	-1.2	-14	-24	-1.2
48	COc1ccc(-c2nnn(CC(=O)N(CC(=O)NC3CCCC3)c3cccc(C)c3)n2)cc1OC	4	2	-17	-2	-10	-0.2	-14	8	-0.8
49	COc1ccc(NC(=O)CN2CC(C)OC(C)C2)cc1Cl (stereo not drawn)	6	2	13	4	-30	2.9	11	-5	0.5
50	CCCn1c(=O)c2ccccc2n2c(SCCOc3ccc(Cl)cc3)nnc12	0	-10	15	2	4	1.2	8	3	-0.4
51	O=[N+]([O-])c1ccc2c(c1)nc1n2CCN(C2CCCCC2)C1	-1	-6	-3	2	-5	0.3	-7	-6	-0.5
52	C/C(=N\NC(=O)COc1ccc2ccccc2c1)c1cccs1	5	-4	-12	0	-5	0.6	-11	-9	0.3
53	O=S(=O)(NCc1ccco1)c1ccc2ccccc2c1	1	1	-20	0	15	-0.6	-14	-21	-0.1
54	O=C(Nc1cn(-c2ccccc2)nc1-c1ccccc1)c1ccccc1	0	1	5	-3	-5	-0.3	0	17	0.3
55	CCOC(=O)c1cc(C(=O)Nc2ccc(C)c(F)c2)nn1C	2	11	-4	5	-17	-0.8	5	-3	-0.1
56	COC(=O)c1cccnc1-n1c(=O)c2cccnc2n(CC(=O)Nc2cccc(C)c2)c1=O	9	0	2	2	/	0.4	1	2	-0.6

From entry 1 up to 8, as listed above:
item	Compound	D1 ag	D1 potentiator	D1 antagonist	TRHR enhancer	D2 antag	D2 agonist	RXFP1 antagonist	D2 potentiator	TRHR agonist
1	O=C(CCc1ccccc1)c1c(O)cc(O)cc1O	1	-5	-11	-12	16	-2.1	/	0	0.0
2	CCOC(=O)c1cn(Cc2ccc(C)cc2)c2cc(F)ccc2c1=O	2	-20	-12	-21	-6	-2.2	0	22	0.1
3	COc1cc(/C=C2\C(=N)N3N=C(S(C)(=O)=O)SC3=NC2=O)ccc1OS(=O)(=O)c1ccc(C)cc1	1	0	-21	-3	8	-0.2	20	10	-0.5
4	Cc1cc(C)c2c(CN3CCN(Cc4ccccc4)CC3)cc(=O)oc2c1	3	0	-5	-6	19	0.0	-6	-18	1.8
5	O=C(NCC(c1ccco1)N1CCOCC1)c1ccc([N+](=O)[O-])cc1 (stereo not drawn)	1	-1	1	6	/	/	2	/	-0.2
6	Cc1ccc(S(=O)(=O)N2CCC(NC(=O)c3cccc(C)c3)CC2)cc1	1	1	0	-2	22	-1.2	-8	9	-0.8
7	CCOC(=O)/C(=N\Nc1ccccc1Cl)N1CCN(c2ccccc2OC)CC1	3	2	13	0	0	2.4	-8	12	0.4
8	O=C(NC(=S)N1CCOCC1)c1cc2ccccc2o1	0	0	42	-5	-2	1.4	-3	2	0.7
